From PubChem BioAssay
Epigenetic derep – Quantitative High-Throughput Screen for Regulators of Epigenetic Control. AID 1865, 2009. murine LDR cells, GFP reporter derepression, 30 h. Potency, µM (titrated, usually from 53.9 µM), inactives show top-dose GFP activation, hits mostly activators. 280,000 tested, 0.2% active; further: % of control where 0% means no effect; nearly all actives have a fitted effect of over 60% in size
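GFP-positive cell count by laser-scanning cytometry (objects 20–120 um) after 30 h, 37 C compound exposure of murine LDR cells; reporter is CMV-GFP integrated at a silenced locus, inducible by HDAC or DNMT inhibitors.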
RECQ1 inh – qHTS Assay for Inhibitors of RecQ-Like Dna Helicase 1 (RECQ1); 240,000 tested, 0.54% active; RECQ1 DNA unwinding, red fluorescence kinetic read; Potency, µM (titrated, usually from 57.3 µM), for the others: at the highest dose activity, negative = inhibition, usual class: inhibitors; ATP-dependent DNA helicase Q1 (Homo sapiens), P46063;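 further: plate controls were vehicle for no effect and no enzyme for full effect; nearly all actives have a fitted effect of over 30% in size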
Target sequence (P46063 whole entry, looked up): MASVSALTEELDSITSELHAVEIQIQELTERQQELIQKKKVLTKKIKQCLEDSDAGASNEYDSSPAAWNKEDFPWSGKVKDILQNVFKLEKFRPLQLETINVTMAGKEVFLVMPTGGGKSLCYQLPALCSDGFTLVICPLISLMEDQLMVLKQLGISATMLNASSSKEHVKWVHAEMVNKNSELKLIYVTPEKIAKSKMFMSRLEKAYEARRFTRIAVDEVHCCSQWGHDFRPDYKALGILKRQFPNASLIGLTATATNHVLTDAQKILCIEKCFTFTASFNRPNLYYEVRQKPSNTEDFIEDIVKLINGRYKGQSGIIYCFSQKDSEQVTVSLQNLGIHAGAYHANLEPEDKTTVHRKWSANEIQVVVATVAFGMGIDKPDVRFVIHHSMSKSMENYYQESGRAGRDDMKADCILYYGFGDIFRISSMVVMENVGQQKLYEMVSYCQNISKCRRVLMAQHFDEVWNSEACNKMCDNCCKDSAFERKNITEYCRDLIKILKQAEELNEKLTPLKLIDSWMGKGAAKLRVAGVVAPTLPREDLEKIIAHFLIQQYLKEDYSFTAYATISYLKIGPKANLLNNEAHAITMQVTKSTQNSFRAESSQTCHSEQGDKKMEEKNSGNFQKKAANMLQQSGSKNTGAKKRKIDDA
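RECQ1T1 50 nM; forked duplex (20 bp + 30-nt ss tails) 200 nM, ATP 2 mM final; pH 8.0, 2 mM MgCl2, 2.5 ug/ml poly(dI-dC); 15 min compound preincubation; discontinuous kinetic read over 2 h at RT.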
SMN2 splice up – qHTS Assay for Enhancers of SMN2 Splice Variant Expression | HEK293 SMN2-luciferase splicing reporter, luminescence, 30-36 h | Potency, µM (titrated, usually from 46.1 µM), for inactives: at the top dose activity change, positive = activation, actives largely listed as activators | 210,000 tested, 2.8% active; further: % of control where 0% means no effect; nearly all actives have a fitted effect of over 55% in size
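qHTS luciferase splicing reporter: luminescence rises when SMN2 exon 7 is included in transfected HEK293 cells. Compound exposure lasted 30-36 h at 37C, with 4.5 mM final sodium butyrate as control, followed by a ONE-Glo read.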
KDM4E inh – qHTS Assay for Inhibitors of Human Jumonji Domain Containing 2E (JMJD2E); JMJD2E catalytic domain, FDH-coupled NADH fluorescence (FDH is formaldehyde dehydrogenase); Potency, µM (series often up to 57.1 µM), for inactives: at the highest dose activity change, negative = inhibition, actives largely listed as inhibitors; 230,000 tested, 1.6% active; AID 2147, 2009; active means well fitted inhibition curve with a large enough effect, not every such curve was filed as active; inconclusive means small, poorly fitted or top-dose-only effect, or another doubt; inactive means no such curve, though single readings can be large or run the other way;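 further: 0% = wells with enzyme and -100% = buffer wells without enzyme; nearly all actives have a fitted effect of over 50% in size; many of its hits are not listed in these tables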
RGS12 GoLoco inh – qHTS Assay for Inhibitors of RGS12 GoLoco Motif Activity (Red Fluorophore); Guanine nucleotide-binding protein G(i) subunit alpha-1 (Homo sapiens), P63096; Gai1:RGS12 GoLoco peptide FP, rhodamine, 10 min; Potency, µM (doses to about 61.6 µM), for the others: at the top dose activity, negative = inhibition, most hits filed as inhibitors; 230,000 tested, 0.44% active; AID 880, 2007; active means well fitted inhibition curve with a large enough effect, not every such curve was filed as active; inactive means no such curve, though single readings can be large or run the other way; further: on the % scale 0 is the no-effect control and ±100 the full control effect; nearly all actives have a fitted effect of over 30% in size; many of its hits are not listed in these tables
IMPase Li cell – qHTS Assay for Identifying the Cell-Membrane Permeable IMPase Inhibitors: Potentiation with Lithium; CHO-M1 cells, IP1 TR-FRET (IP-One), carbachol + lithium; AID 1457, 2008; 210,000 tested, 0.35% active; Potency, µM (highest dose often 59.4 µM), for the others: at the highest dose activity, negative = IMPase inhibition, most hits filed as inhibitors;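 further: IP1 builds up when IMPase is blocked and the TR-FRET signal falls; plate controls were basal vehicle for no effect and high inhibitor control for full effect; nearly all actives have a fitted effect of over 50% in size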
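CHO cells stably expressing M1 receptor (2000/well) were cultured 16–30 h, then exposed to compounds with a small lithium addition for 30 min at 37C. IP1 was measured by TR-FRET competition; AC50 from Hill fits.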
NPSR antag – qHTS Assay for Antagonists of the Neuropeptide S Receptor: cAMP Signal Transduction; CHO-NPSR cells, cAMP TR-FRET, antagonist mode; 220,000 tested, 1% active; Q6W5P4; Potency, µM (top dose mostly 38.3 µM), for the others: at the highest dose activity change, negative = inhibition, hits mostly inhibitors; further: on the % scale 0 is the no-effect control and ±100 the full control effect; nearly all actives have a fitted effect of over 50% in size; many of its hits are not listed in these tables
Target sequence (Q6W5P4 whole entry, looked up): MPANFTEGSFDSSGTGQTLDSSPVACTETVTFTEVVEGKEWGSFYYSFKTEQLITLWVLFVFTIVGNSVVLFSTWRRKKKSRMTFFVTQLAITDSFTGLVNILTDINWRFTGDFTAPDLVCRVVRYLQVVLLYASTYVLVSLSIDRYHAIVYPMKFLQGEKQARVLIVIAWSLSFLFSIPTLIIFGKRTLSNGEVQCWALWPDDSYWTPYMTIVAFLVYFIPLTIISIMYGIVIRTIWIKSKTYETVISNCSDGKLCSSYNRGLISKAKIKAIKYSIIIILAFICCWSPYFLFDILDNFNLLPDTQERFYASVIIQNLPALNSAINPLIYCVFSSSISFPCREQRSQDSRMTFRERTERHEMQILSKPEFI
Luc counter – Counterscreen for Luciferase (Kinase-Glo TM) Inhibition; AID 1379, 2008; Kinase-Glo luciferase, ATP luminescence, 8 min; 200,000 tested, 0.28% active; Potency, µM (top dose mostly 38.3 µM), for inactives: at the top dose activity change, negative = inhibition, hits mostly inhibitors; Luciferin 4-monooxygenase (Photuris pensylvanica), Q27757; further: on the % scale 0 is the no-effect control and ±100 the full control effect; nearly all actives have a fitted effect of over 60% in size
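Inhibition of Kinase-Glo luciferase light generation was assessed at 10 uM ATP in pH 7.2 imidazole buffer, with luminescence measured after eight minutes at ambient temperature.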
Starred values were filed as active, the others as inactive; i = inactive; ? = inconclusive; · = no result given; & = joins results of further samples; [ ] = another dose, or the depositor's remark. Unless noted, the call rests on the fitted dose curve; in most records, active means well fitted curve in the direction sought with a large enough effect; inconclusive means small, poorly fitted or top-dose-only effect, or another doubt; inactive means no such curve, though single readings can be large; an effect the other way counts as inactive or inconclusive. Potency means the concentration at half of the fitted maximal effect. Some of the compounds tested (hit frequency here may not be typical).

Structure	Epigenetic derep	RECQ1 inh	SMN2 splice up	KDM4E inh	RGS12 GoLoco inh	IMPase Li cell	NPSR antag	Luc counter
N#Cc1cc(N)ccc1-n1cccc1	2.2%	i	·	?	7%	·	-21%	·
CCOC(=O)c1oc2ccccc2c1CSc1nnnn1-c1ccc(C)cc1	1.2%	-2%	-36%[inhibitor]	4%	-8%	15%	-10%[46.1 µM]	4%
C=C(C)CSc1nnc(-c2cc(OC)c(OC)c(OC)c2)n1N	-1.9%	-8%	7%	0%	13%	-5%[38.3 µM]	-2%[46.1 µM]	-4%
COc1cc(C)nc(OCCNC(=O)COc2ccc(Cl)cc2C)n1	0.0%	-4%	-21%	-6%	0%	14%[38.3 µM]	6%[46.1 µM]	-4%
CNC(=O)NCCN1CCCC1=O	0.0%	-16%	17%	-2%	3%	2%[38.3 µM]	-6%[46.1 µM]	1%
O=C(COc1ccccc1)Nc1ccc(S(=O)(=O)N2CCCCCC2)cc1	-0.2%	-20%	-16%	11%	11%	36%[38.3 µM]	-23%[46.1 µM]	-4%
CC(C)CN1C(=O)C(=O)N(CC(=O)NC2CCCc3ccccc32)C1=O (stereo not given)	-0.4%	i	1%	-2%	3%	5%	-1%	0%
Cc1cccc(Oc2nc3c(c(=O)n(C)c(=O)n3C)n2C)c1	1.6%&2.0%	i	-6%&-3%	0%	8%	1%	-10%	1%
COc1ccccc1NS(=O)(=O)c1ccc(OC)c([N+](=O)[O-])c1	-0.8%	i	2%	4%	14%	-3%	8%	3%
CCCCn1c2c(c3ccccc31)CCc1nonc1-2	-1.0%	-10%	-1%	4%	5%	10%	17%	3%
C=CCOC(=O)CCP(=O)(CCC(=O)OCC=C)c1ccccc1	-1.0%	i	?	4%	5%	27%[38.3 µM]	-9%[46.1 µM]	-3%
CC(C)c1cc(C(=O)N/N=C/c2cccnc2)cs1	-1.0%	-4%	?	5%	4%	-2%	9%	0%
N#CC1CN(Cc2ccccc2)CN(Cc2ccccc2)C1	0.0%	-3%	·	1%	6%	·	17%	·
O=C(Nc1cccc(C(=O)N2CCOCC2)c1)NC1CCCCC1	0.0%	i	-1%	2%	-4%	-9%[38.3 µM]	-9%[46.1 µM]	13%
Cc1cccc(C)c1NC(=O)CNCC(=O)N(C)C	2.6%	2%	-9%	-4%	7%	0%	19%	2%
Cc1ccc(C(=O)/C=C/c2c(C)nn(-c3ccccc3)c2Cl)cc1	0.5%	i	-23%	-2%	-1%	46%[activator][38.3 µM]	?	-11%
O=C(CSc1ccc(Cl)cc1)N1CCN(c2ccc([N+](=O)[O-])cc2Cl)CC1	0.0%	-10%	-33%[inhibitor]	8%	3%	13%[38.3 µM]	?	-1%
CC1(C(=O)N(c2ccccc2)C(C(=O)NC2CCCC2)c2ccccn2)CC(=O)N=C2C=CC=CN21 (stereo not given)	0.0%	-6%	4%	?	4%	-12%[38.3 µM]	-28%[7.67 µM]	-1%
CC(=O)N1N=C(N)SC1(C)C	-7.4%	1%	-12%	9%	-2%	-4%	10%	0%
Cc1ccc(NC(=S)N/N=C/c2ccc([N+](=O)[O-])s2)cc1	2.9%	-1%	-100%[inhibitor]	0%	135%[activator]	4%	-37%	13%
Cc1nc2nc(C)c(CCC(=O)NCCCN3CCN(c4cccc(Cl)c4)CC3)c(C)n2n1	-2.2%&-0.6%	-6%	8%&0%	1%&-27%	-4%&-1%	-7%[38.3 µM]	?	-4%&0%
COc1ccc2c(c1OC)C(=O)OC2c1c(O)nc(SC)n(-c2ccccc2)c1=O (stereo not given)	-1.0%	i	?	1%	3%	22%[38.3 µM]	-10%[46.1 µM]	-1%
CN1CCN(C2=Cc3ccccc3Oc3ccc(Cl)cc32)CC1	0.8%&-0.4%	-3%	-24%	-9%	6%&8%	9%&12%	·	0%
Cc1ccc(NC(=O)CSc2nnc(C)n2CC2CCCO2)cc1 (stereo not given)	-3.5%	i	6%	6%	-11%	1%	14%	4%
Oc1ccc(C2=Nn3c(nnc3-c3ccco3)SC2)cc1O	-2.4%	3%	-75%[inhibitor]	2%	66%[activator]	61%[activator]	?	8%
Cc1ccc(N2CCN(S(=O)(=O)c3ccc4c(c3)n(C)c(=O)c(=O)n4C)CC2C)cc1 (stereo not given)	-0.9%	-4%	4%	0%	-1%	4%	7%	-1%
Cc1ccc(C)c(NC2=C(Cl)C(=O)OC2OC(C)C)c1 (stereo not given)	-0.2%	-4%	-8%	4%	-6%	4%	-11%	-7%
O=C(NN=C1CCCCCCC1)c1ccccn1	0.9%	-16%	·	-11%	·	·	-3%[46.1 µM]	·
COCCn1c(-c2ccc(OC)c(OC)c2)nc2ccccc21	0.0%	?	10%	?	6%	16%[38.3 µM]	-6%[46.1 µM]	0%
CC(C)c1nnc(NC(=O)c2cnccn2)s1	-4.1%	i	?	-16%	5%	11%[38.3 µM]	3%[46.1 µM]	-3%
COc1ccccc1N1CCN(/N=C/c2cc([N+](=O)[O-])ccc2Cl)CC1	0.2%	i	-15%	-2%	12%	34%[activator]	-17%	2%
O=C(O)/C(=C\c1ccc(Cl)cc1)c1ccc(F)cc1	-1.4%	-1%	10%	2%	3%	3%	0%	3%
Cc1ccc(S(=O)(=O)c2c(N)n(NC(=O)c3ccco3)c3nc4ccccc4nc23)cc1	-4.4%	i	-5%	?	18%	-3%[38.3 µM]	4%[7.67 µM]	1%
CCOc1ccc(S(=O)(=O)Nc2nc3ccccc3nc2N2CCN(C)CC2)cc1	-1.0%	17%	13%	18%	5%	2%[38.3 µM]	3%[46.1 µM]	10%
Cc1cccc(C)c1OCC(N)C(C)C (stereo not given)	-1.2%	-1%	-6%	0%	-10%	11%	4%[46.1 µM]	-3%
O=C(NNS(=O)(=O)c1ccc(Cl)cc1)c1cc(-c2ccccc2)n[nH]1	1.1%	-2%	·	1%	6%	·	-8%	·
COc1ccccc1Oc1ccc(NC(=O)c2ccc(Cl)cc2)cc1	2.3%	-4%	-20%	-3%	12%	0%	-17%	5%
CCOC(=O)N1CCN(C(=O)C2CCCN(Cc3nc(-c4ccc(Cl)cc4)oc3C)C2)CC1 (stereo not given)	0.8%	-7%	-76%[inhibitor]	-2%	11%	2%[38.3 µM]	-9%[46.1 µM]	-3%
COc1ccc(CCNC(=O)CC2SC(=NCCc3ccccc3)NC2=O)cc1OC (stereo not given)	0.7%	i	-8%	-3%	13%	-1%	1%	4%
N#CCN1CCC(c2cc(-c3ccco3)n[nH]2)CC1	-4.0%	16%	12%	-28%	6%	?	5%	-2%
CC(C)(C)c1nn(-c2ccccc2)c2[nH]c(=O)c(CNCc3ccc4c(c3)OCO4)cc12	-1.9%	i	-15%	?	3%	0%[38.3 µM]	?	-1%
Cc1ccc(NC(=O)CCC2CC(C)(C)OC2=O)cc1 (stereo not given)	5.0%	-3%	-30%	-2%	-2%	-10%	15%	14%
CCOC(=O)c1ccc2[nH]c3c(c2c1)CCCC3C(=O)OCC (stereo not given)	1.0%	2%	-13%	7%	8%	-11%[38.3 µM]	?	-1%
COc1cccc(N2CCN(C3OC(=O)c4ccccc43)CC2)c1 (stereo not given)	1.0%	-2%	25%	14%	-29%	15%[38.3 µM]	8%[46.1 µM]	2%
C#CCOC(=O)Nc1cc(C)n(-c2ccccc2)n1	4.6%	-1%	·	7%	7%	·	-12%	·
CN1CCN(c2nc3c(c(=O)[nH]c(=O)n3C)n2CCOc2ccccc2)CC1	1.6%	-1%	13%	0%	10%	19%[38.3 µM]	-11%[46.1 µM]	-9%
CCOC(=O)c1ccc(-n2c(C)nc3c(cnn3-c3ccccc3Cl)c2=O)cc1	0.7%	-4%	-4%	7%	3%	5%[38.3 µM]	-28%[46.1 µM]	16%
Cc1ccccc1NC(=O)C1CCC(C)(C(=O)O)C1(C)C (stereo not given)	-1.1%	1%	-9%	0%	-4%	9%[38.3 µM]	0%[46.1 µM]	-4%
Cc1oc(-c2ccccc2Cl)nc1CN1CCCCC1c1cccnc1 (stereo not given)	2.1%	16%	·	22µM*	22%	0%	18%	1%
CC(=O)Nc1nonc1NC(=O)CSC1=NCCS1	-0.9%	-9%	-12%	1%	-10%	-25%[38.3 µM]	20%[46.1 µM]	-3%
Cc1ccc(C)c(N2CCN(C(=O)CN3C(=S)NC(C)(C)CC3C)CC2)c1 (stereo not given)	-0.2%	-3%	-31%[inhibitor]	-1%	12%	4%	-5%	-7%
O=C(NC1C=CS(=O)(=O)C1)c1ccccc1 (stereo not given)	-1.1%	19%	2%	-4%	1%	2%	3%	-4%
O=C(Nc1ccccc1C(=O)OCc1nnc(-c2ccccc2)o1)c1ccco1	3.8%	-6%	16%	?	58%[activator]	-8%[38.3 µM]	?	-5%
CCc1nnc(NS(=O)(=O)c2ccc(N=Cc3c(C)[nH]n(-c4ccc(C)cc4)c3=O)cc2)s1	-2.2%	-9%	0%	-3%	5%	6%[38.3 µM]	?	-29%
CCOCCCNc1ccc(-c2ccccc2)nn1	-1.0%	11%	14µM*	-8%	2%	35%[38.3 µM]	-4%[46.1 µM]	-9%
COc1ccc2cc(C(=O)C3CCCN(C(=O)/C=C/c4ccccn4)C3)ccc2c1 (stereo not given)	0.0%	-14%	·	-16%	21%	-5%	16%	-4%
